# Screening data: PubChem, several laboratories
# KLK5 inh: blocks human kallikrein 5 protease activity. recombinant hK5, fluorogenic AMC substrate cleavage. inhibition, % at 5 µM. AID 873. 210,000 compounds, 0.59% hits;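 active = inhibition of 40% or more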;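 also: 0% = enzyme controls without compound and 100% = no-enzyme blanks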
# eIF4E-4G inh: blocks eIF4E binding to eIF4G. 220,000 compounds, 0.37% hits. inhibition, % at 21.7 µM. P63073+Q04637. TR-FRET eIF4E-eIF4GI(517-606) binding, 2 h;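 also: 0% = full FRET control wells and 100% = background wells lacking eIF4GI fragment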
# EBV gp42 block: EBV gp42 inhibition. Fluorescence polarization binding assay, mP read-out. inhibition, % (tested at 21.74 µM). 220,000 compounds, 0.42% hits; in the data active = inhibition above about 50%
# Target sequence (Q1HVG2 whole entry, looked up): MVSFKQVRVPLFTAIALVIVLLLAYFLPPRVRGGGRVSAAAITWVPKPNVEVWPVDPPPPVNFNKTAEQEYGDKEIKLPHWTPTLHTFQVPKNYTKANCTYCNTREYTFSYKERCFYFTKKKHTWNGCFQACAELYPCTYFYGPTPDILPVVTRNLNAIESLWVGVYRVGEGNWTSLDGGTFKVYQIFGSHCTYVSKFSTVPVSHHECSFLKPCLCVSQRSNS
# Furin inh: inhibitors of human furin. P09958. purified furin, fluorogenic substrate cleavage. inhibition, % at 30 µM. 220,000 compounds, 0.061% hits; in the data active = inhibition above about 25%; also: inactives centre near -15
# Cl transport mod: modulates chloride dependent transport by human KCC2. Q9H2X9. KCC2 cells, thallium flux FluoZin-2 fluorescence. B-score of Tl+ flux slope (higher = more flux/activation; lower = inhibition) at 10 µM. 190,000 compounds, 2.2% hits. AID 1456;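 active = thallium flux slope and its plate-corrected score both differing from the plate sample mean at a set confidence after two filtering rounds, in either direction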;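 also: slope of fluorescence scaled to starting intensity during 10 to 20 s after thallium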
# 14-3-3 Bad inh: disrupts binding of bovine 14-3-3 zeta to phospho-Bad peptide; AID 781; 220,000 compounds, 0.71% hits; TR-FRET 14-3-3zeta/Dy647-pBad peptide displacement, 1 h; inhibition, % at 21.7 µM;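 active = inhibition above about 70%, limit read from the data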;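 also: 0% = full 14-3-3 plus peptide FRET controls and 100% = background without 14-3-3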
# p47phox inh: inhibitors of human p47phox binding; P14598; p47phox/p22phox peptide binding, fluorescence polarization, 2 h; inhibition, % at 24.7 µM; 220,000 compounds, 0.53% hits;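 also: 0% = p47phox with labelled peptide and 100% = labelled peptide alone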
# Target sequence (P14598 whole entry, looked up): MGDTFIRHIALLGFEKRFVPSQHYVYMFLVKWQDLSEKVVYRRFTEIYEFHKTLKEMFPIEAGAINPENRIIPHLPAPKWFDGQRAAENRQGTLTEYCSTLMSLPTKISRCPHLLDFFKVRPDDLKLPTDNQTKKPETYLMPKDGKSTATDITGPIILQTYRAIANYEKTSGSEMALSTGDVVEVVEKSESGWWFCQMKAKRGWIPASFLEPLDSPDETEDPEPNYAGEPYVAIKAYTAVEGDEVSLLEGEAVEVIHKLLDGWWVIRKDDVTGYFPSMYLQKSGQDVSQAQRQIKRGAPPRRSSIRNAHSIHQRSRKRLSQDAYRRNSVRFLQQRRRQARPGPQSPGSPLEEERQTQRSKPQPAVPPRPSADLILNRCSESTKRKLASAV
# Rad51 HR inh: blocks human Rad51 in homologous recombination; inhibition, % at 10 µM; Q06609; hRad51 DNA strand exchange, fluorescence dequenching; 200,000 compounds, 0.085% hits; AID 1385;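 active = inhibition above 40% at the single screening dose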;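 also: 0% = DMSO control wells and 100% = blanks with heterologous ssDNA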
# Target sequence (Q06609 whole entry, looked up): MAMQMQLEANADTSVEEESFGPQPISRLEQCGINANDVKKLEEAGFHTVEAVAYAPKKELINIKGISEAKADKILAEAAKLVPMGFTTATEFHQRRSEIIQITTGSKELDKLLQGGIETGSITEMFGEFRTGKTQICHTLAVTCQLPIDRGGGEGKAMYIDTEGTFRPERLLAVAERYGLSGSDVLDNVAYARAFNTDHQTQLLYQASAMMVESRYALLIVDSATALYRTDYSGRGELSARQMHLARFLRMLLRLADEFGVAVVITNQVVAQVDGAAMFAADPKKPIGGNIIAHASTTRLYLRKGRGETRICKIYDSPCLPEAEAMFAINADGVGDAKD
#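 Test system: preformed human Rad51 ssDNA filaments. Compound dosing: single dose, 10 µM final compound. Incubation: filaments 15 min 37 °C, then compound 30 min. Technique: FRET fluorescence dequenching, excitation 485 nm, emission 520 nm. Read-out basis: percent inhibition from fluorescence, normalised to plate control and blank means. Benchmarks: plate controls and plate blanks.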
# thrombin 1536: blocks human thrombin protease activity; alpha-thrombin, Boc-VPR-AMC fluorogenic substrate cleavage; inhibition, % at 5 µM; 220,000 compounds, 0.26% hits; AID 1046;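 active = inhibition at or above 40%; inactive = inhibition below 40%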;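 also: 0% = enzyme with no compound and 100% = wells without enzyme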
#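 System: human alpha-thrombin protein; Compound dosing: one concentration per compound, 5 µM, with 0.2% DMSO; Timing: reaction at room temperature; Technique: AMC fluorescence, 355/460 nm; Controls: enzyme without compound as high, wells lacking enzyme as low.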
# * marks the source's active call; other numbers are inactive results; · = no result given; [ ] = dose if it differs, or a comment.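 The calls were made as follows, unless noted: active = inhibition above about 30% (limit read from the data); inactive = the rest.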
(1) CN(CCNC(=O)c1cccc(N2CCCC2=O)c1)Cc1ccccc1
(2) O=c1[nH]ccc2c([N+](=O)[O-])cccc12
(3) COc1cc(S(=O)(=O)NC2CCCCC2C)ccc1-n1cnnn1 (centres undefined)
(4) CCOc1ccc(C2C=C(c3ccccc3)Nc3ncnn32)cc1 (centres undefined)
(5) Cc1cc(C(=O)N/N=C2\CC(=O)CC(C)(C)C2)c(C)n1-c1ccc(F)cc1
(6) COc1cc(N2CCCC2)c(OC)cc1/C=C(/C#N)c1cccc(Br)c1
(7) COc1ccc(/C=C/C(=O)c2sc(-c3ccccc3)nc2C)cc1
(8) CN(Cc1cnccn1)C(=O)CC1C(=O)NCCN1Cc1c(F)cccc1Cl (centres undefined)
screen / no.	1	2	3	4	5	6	7	8
KLK5 inh	1	-2	3	-16	-12	2	10	0
eIF4E-4G inh	7[fluorescence artefact?]	0	-2	·	0	1	-6	1
EBV gp42 block	-19	1	0	25	0	112*	-14	-12
Furin inh	-15[20 µM]	-4	-24	-33	-19	-12[20 µM]	-11[20 µM]	-5
Cl transport mod	-0.32	-0.099	0.21	·	0.038	0.26	0.53	0.43
14-3-3 Bad inh	1	-9	-12	·	-1	9	-15	4
p47phox inh	2	-11	1	-10	-10	42*	-15	-6
Rad51 HR inh	-4	-18	6	-47	13	-285	-3	2
thrombin 1536	0	-1	-3	-5	-5	3	2	-2

(9) N#C/C(=C\c1cc2ccccc2nc1N1CCCCC1)C(N)=O
(10) COC(=O)c1ccccc1NS(=O)(=O)c1ccc(NC(C)=O)cc1
(11) C=CCn1c(N)nc2ccccc21
(12) Cc1ccc(-n2c(O)c(C=Nc3ccccc3-c3n[nH]c(=S)[nH]c3=O)c3ccccc3c2=O)cc1C
(13) O=c1oc(-c2cccs2)nc2scc(-c3cccs3)c12
(14) CCN(CC)S(=O)(=O)c1cc(NS(=O)(=O)c2cccc(C(=O)O)c2)ccc1C
(15) COC(=O)c1cc2nc(-c3ccccc3)cc(C)n2n1
(16) Cc1ccccc1C1NS(=O)(=O)N=C1N (centres undefined)
screen / no.	9	10	11	12	13	14	15	16
KLK5 inh	-28	5	-1	-9	-7	5	-12	3
eIF4E-4G inh	5	1	2	9	11	0	-3	5
EBV gp42 block	-15	-15	-10	4	-1	-2	1	-24
Furin inh	-7	-29	-21	-12	-21[20 µM]	-20	-21[20 µM]	-12[20 µM]
Cl transport mod	-0.92	0.88	0.093	-3.1	-0.096	-0.033	1.1	-0.048
14-3-3 Bad inh	-11	-6	12[fluorescence artefact?]	-5	0	3	-5	-4
p47phox inh	-17	-5	-2	-20	1	-7	14	-9
Rad51 HR inh	-5	5	·	-8	·	13	1	-33
thrombin 1536	-3	-12	-16	1	4	3	-8	-2

# p47phox inh: entries above that show a hit
cpd	Molecule	KLK5 inh	eIF4E-4G inh	EBV gp42 block	Furin inh	Cl transport mod	14-3-3 Bad inh	p47phox inh	thrombin 1536
6	COc1cc(N2CCCC2)c(OC)cc1/C=C(/C#N)c1cccc(Br)c1	2	1	112*	-12[20 µM]	0.26	9	42*	3

# (more compounds)
(17) Cc1ccc(-c2nn(CCC(=O)NCC3CCCO3)c(=O)c3ccccc23)cc1 (centres undefined)
(18) CC(C)C(C(=O)NCC1CCCO1)N(Cc1ccco1)C(=O)CNS(=O)(=O)c1ccc(F)cc1 (centres undefined)
(19) COc1ccc(NS(=O)(=O)c2ccc(Oc3c(C#N)cccc3C#N)cc2)cc1
(20) CC1(C)CC(=O)c2c(-c3cccnc3)n[nH]c2C1
(21) O=C1C2C3C=CC(C4CC34)C2C(=O)N1/N=C/c1ccc(-c2ccc(Cl)cc2[N+](=O)[O-])o1 (centres undefined)
(22) CC(=O)NC(Cc1cc(C)ccc1C)C(=O)N1CCN(C(=O)Nc2ccc(C(C)=O)cc2)CC1 (centres undefined)
(23) O=C(O)c1ccc(-n2cccc2/C=N\NC(=O)c2cc3cc(Br)ccc3o2)cc1
(24) COc1cccc(C(=O)NN2CC(O)=C(c3nc4ccccc4n3C)C2=N)c1
screen / no.	17	18	19	20	21	22	23	24
KLK5 inh	0	-10	4	-21	-5	4	4	-13
eIF4E-4G inh	-4	-5	1	1	4[fluorescence artefact?]	-5	29	-6
EBV gp42 block	-15	-23	-7	-14	10	-9	34	-6
Furin inh	-23	-9	-16	0[20 µM]	-12[20 µM]	-22[20 µM]	-8	-24
Cl transport mod	-1.1	-0.1	-2	·	·	-1.1	0.63	-0.58
14-3-3 Bad inh	-8	-3[fluorescence artefact?]	6	-10	2[fluorescence artefact?]	-2	80*	-10
p47phox inh	-3	-16	-2	-9	-12	-6	-54	-7
Rad51 HR inh	-1	-10	19	-1	-3	7	-7	12
thrombin 1536	4	3	4	-2	0	-1	2	3

(25) CCOC(=O)C1CCN(S(=O)(=O)c2ccc(Cl)cc2OC)CC1
(26) COc1cc2c(cc1NC(=O)CN(C)Cc1cccc(OC)c1OC)oc1ccccc12
(27) CCOC(=O)c1cnn2c(N)c(C#N)cnc12
(28) Nc1cc(C(=O)O)ccc1N1CCCCC1
(29) CCOCCCNC(=S)NC1CC2CCC(C1)N2Cc1ccccc1 (centres undefined)
(30) CCN(CC)C(=O)C(C)OC(=O)c1ccc(O)cc1 (centres undefined)
(31) CCN(CC)CCOc1nnc(-c2ccc(C)cc2)c2ccccc12
(32) Cc1cc(C)nc(NS(=O)(=O)c2ccc(Br)cc2)n1
screen / no.	25	26	27	28	29	30	31	32
KLK5 inh	-21	-10	-1	3	4	-16	-8	-6
eIF4E-4G inh	13	11[fluorescence artefact?]	0	4	-3	1	-1[fluorescence artefact?]	1
EBV gp42 block	-5	-12	-14	-16	-9	-6	-26	-7
Furin inh	-28[20 µM]	-14	-24	-17[20 µM]	-15	-21[20 µM]	-6[20 µM]	-20[20 µM]
Cl transport mod	·	-0.0046	-0.59	-0.36	-0.41	-0.98	·	-0.21
14-3-3 Bad inh	-2	-22	-3	3	0	-7	4	85*
p47phox inh	-1	-26	2	7	-5	-6	-20	4
Rad51 HR inh	-5	-1	2	29	-4	5	11	14
thrombin 1536	1	-8	-6	2	-8	-8	2	-6

(33) CCOc1ccccc1N1CC(C(=O)Nc2c(C)n(C)n(-c3ccccc3)c2=O)CC1=O (centres undefined)
(34) Cn1c(CCNC(=O)c2ccco2)nc2cc(NS(=O)(=O)c3ccccc3)ccc21
(35) O=[N+]([O-])c1cccc(NC(=S)NCc2ccncc2)c1
(36) CCOC(=O)c1c(C)[nH]c(C(=O)COC(=O)CSCC(=O)N(CC)CC)c1C
(37) OCCNCCCOc1cc(Cl)ccc1Cl
(38) N=C1/C(=C\c2ccc(SCc3ccccc3)o2)C(=O)N=C2SC=NN12
(39) O=C(N/N=C/c1ccc(Br)s1)c1cccs1
(40) C=CCN=C(C)C1=C(O)C(C)OC1=O (centres undefined)
screen / no.	33	34	35	36	37	38	39	40
KLK5 inh	9	-6	1	-10	2	1	3	-9
eIF4E-4G inh	6	-2	-2	-7[fluorescence artefact?]	0	-4	0	2[fluorescence artefact?]
EBV gp42 block	-3	7	7	-21	-18	-6	-12	-4
Furin inh	-17	-7	-19	-6	-26	-12	-22	-26
Cl transport mod	0.49	·	-0.48	0.6	1	1.3	112*	-0.75
14-3-3 Bad inh	-14	12[fluorescence artefact?]	-14	5[fluorescence artefact?]	-3	-8	-4	5[fluorescence artefact?]
p47phox inh	-9	-3	-8	0	-3	-37	-6	-4
Rad51 HR inh	9	7	1	3	6	-16	·	2
thrombin 1536	-2	3	-1	-2	10	2	-1	-6

(41) CCOC(=O)C1CCN(c2c(C(=O)c3ccccc3)cnc3ccc(Cl)cc23)CC1
(42) O=C(O)c1cccc(NC2=C(N3CCOCC3)C(=O)c3ccccc3C2=O)c1
(43) O=C(O)c1cc(O)ccc1N=Nc1ccccc1
(44) Cn1c(SCc2c(F)cccc2Cl)nnc1-c1cccs1
(45) O=C(Cc1cn2ccsc2n1)Nc1ccccn1
(46) CCCNC(=O)Cn1c2ccccc2c2nc(=O)cc(C)n21
(47) COc1ccc(-c2[nH]ncc2CN2CCCN(c3ccccc3)CC2)c(F)c1
(48) CCOC(=O)COc1ccccc1/C=C\[N+](=O)[O-]
screen / no.	41	42	43	44	45	46	47	48
KLK5 inh	10	3	5	-6	-6	-5	2	-4
eIF4E-4G inh	1	-3	-9	-3[fluorescence artefact?]	9	-6	-3	2[fluorescence artefact?]
EBV gp42 block	2	-27	1	-11	-11	-10	-4	-10
Furin inh	-12	10	-10	-24[20 µM]	-13	-21	-33	-21
Cl transport mod	0.0051	0.32	1	0.41	0.52	-0.56	0.025	0.59
14-3-3 Bad inh	-6	-9	5	-2[fluorescence artefact?]	2	18	-9	-2[fluorescence artefact?]
p47phox inh	-9	3	-7	-11	-91	9	-9	-5
Rad51 HR inh	-4	·	·	3	2	·	2	·
thrombin 1536	-5	0	2	1	0	-12	-7	-2

(49) Cc1cc(NC(=O)C2CCCN(S(=O)(=O)c3cnc[nH]3)C2)ccc1Br (centres undefined)
(50) COc1ccc(/C=N/Nc2nnc(C)n2N)cc1OC
(51) COC(=O)C1=C(C(=O)OC)C2(OC1c1cccc(F)c1)C(=O)c1ccccc1C2=O (centres undefined)
(52) N#CCC(=O)N/N=C/c1ccc(OCc2ccccc2)cc1
(53) COC(=O)c1c(O)c2ccccc2[nH]c1=O
(54) CC(C)Sc1nnc(-c2c[nH]c3ccccc23)n1C
(55) COn1c(-n2nc(C)cc2C)nc2ccccc2c1=O
(56) O=C(Cn1c(=O)n(-c2ccccc2)c(=O)c2sccc21)NCc1ccccc1
screen / no.	49	50	51	52	53	54	55	56
KLK5 inh	-2	10	1	-2	-4	-1	-24	8
eIF4E-4G inh	2	-3	-1	0	0[fluorescence artefact?]	3	0	3
EBV gp42 block	-7	-6	-16	-4	-7	-8	-7	-11
Furin inh	-24	-15	-16[20 µM]	-17	-12[20 µM]	-20	-25	-31
Cl transport mod	0.39	0.48	0.18	-1.1	-0.4	·	0.18	-1.4
14-3-3 Bad inh	0	4	-9	0	1	2	1	-8
p47phox inh	-15	-6	-2	9	-32	4	-6	-4
Rad51 HR inh	3	1	-8	12	-1	-2	10	0
thrombin 1536	6	-2	2	-4	-1	-4	-3	-14

# Of the compounds above, these have an NH in an aromatic ring:
(2) O=c1[nH]ccc2c([N+](=O)[O-])cccc12
(12) Cc1ccc(-n2c(O)c(C=Nc3ccccc3-c3n[nH]c(=S)[nH]c3=O)c3ccccc3c2=O)cc1C
(20) CC1(C)CC(=O)c2c(-c3cccnc3)n[nH]c2C1
(36) CCOC(=O)c1c(C)[nH]c(C(=O)COC(=O)CSCC(=O)N(CC)CC)c1C
(47) COc1ccc(-c2[nH]ncc2CN2CCCN(c3ccccc3)CC2)c(F)c1
(49) Cc1cc(NC(=O)C2CCCN(S(=O)(=O)c3cnc[nH]3)C2)ccc1Br (centres undefined)
(53) COC(=O)c1c(O)c2ccccc2[nH]c1=O
(54) CC(C)Sc1nnc(-c2c[nH]c3ccccc23)n1C
screen / no.	2	12	20	36	47	49	53	54
KLK5 inh	-2	-9	-21	-10	2	-2	-4	-1
eIF4E-4G inh	0	9	1	-7[fluorescence artefact?]	-3	2	0[fluorescence artefact?]	3
EBV gp42 block	1	4	-14	-21	-4	-7	-7	-8
Furin inh	-4	-12	0[20 µM]	-6	-33	-24	-12[20 µM]	-20
Cl transport mod	-0.099	-3.1	·	0.6	0.025	0.39	-0.4	·
14-3-3 Bad inh	-9	-5	-10	5[fluorescence artefact?]	-9	0	1	2
p47phox inh	-11	-20	-9	0	-9	-15	-32	4
Rad51 HR inh	-18	-8	-1	3	2	3	-1	-2
thrombin 1536	-1	1	-2	-2	-7	6	-1	-4
